KCNH2 3.1 inh – qHTS for Inhibitors of KCHN2 3.1: Mutant qHTS. Potassium voltage-gated channel subfamily H member 2, brain isoform KCNH2 3.1 (human). U2OS KCNH2 3.1, thallium flux FluxOr; stronger effect = lower value. activity change, % (tested at about 1.8 µM). actives 0.95% (n = 340,000). AID 720553, 2013;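 active means maximum activity change below -70%; inconclusive means maximum activity change from -70% to -50%; inactive means maximum activity change above -50%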;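 further: thallium influx rate constant from kinetic fluorescence after stimulation buffer; on the % scale 0 is the no-effect control and ±100 the full control effect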
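FluxOr-based Tl+ influx in U2OS cells transduced with KCNH2 3.1 virus; rate constants normalized to DMSO controls.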
Menin-MLL TR inh – qHTS Assay for Inhibitors Targeting the Menin-MLL Interaction in MLL Related Leukemias: Competition With Texas Red Labeled MLL-derived Mutant Peptide | Menin + Texas Red MLL mutant peptide, fluorescence polarization | Potency, µM (top dose mostly 61.6 µM), without a hit: at the top dose FP activity change, negative = inhibition, hits mostly inhibitors | actives 0.23% (n = 270,000) | AID 1768, 2009; active means well fitted inhibition curve with a large enough effect in the polarisation, with a control signal flat, not every such curve was filed as active; inconclusive means small, poorly fitted or top-dose-only effect, or effect the other way, or a change in a side signal; inactive means no such curve, though single readings can be large or run the other way; the % refers to the polarisation; further: potency means the concentration at half of the fitted maximal effect; % of control where 0% means no effect; many of its hits are not listed in these tables
B2AR arrestin – qHTS assay of beta-arrestin-biased ligands of beta2-adrenergic receptor; beta-arrestin recruitment to beta2AR, cell-based reporter; Potency, µM (series often up to 46.1 µM), for inactives: at the top dose activation, actives largely listed as activators; actives 0.02% (n = 330,000);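 further: potency means the concentration at half of the fitted maximal effect; 0% = DMSO controls and full agonism = EC100 isoproterenol or metaproterenol; nearly all actives have a fitted effect of over 65% in size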
Target sequence (P07550 whole entry, looked up): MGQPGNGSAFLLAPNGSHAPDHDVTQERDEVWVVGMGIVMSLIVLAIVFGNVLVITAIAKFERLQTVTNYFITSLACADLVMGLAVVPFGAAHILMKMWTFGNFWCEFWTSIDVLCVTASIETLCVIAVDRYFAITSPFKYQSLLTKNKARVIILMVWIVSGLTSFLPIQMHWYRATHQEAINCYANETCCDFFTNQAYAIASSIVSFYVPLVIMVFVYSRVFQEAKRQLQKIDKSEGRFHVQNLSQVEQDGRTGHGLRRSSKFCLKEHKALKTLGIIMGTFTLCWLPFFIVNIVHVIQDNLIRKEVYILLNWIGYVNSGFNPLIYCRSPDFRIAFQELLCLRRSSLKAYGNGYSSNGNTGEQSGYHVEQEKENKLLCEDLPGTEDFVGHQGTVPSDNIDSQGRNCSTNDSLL
KCNH2 WT inh – qHTS for Inhibitors of KCHN2 3.1: Wildtype qHTS; U2OS, BacMam KCNH2, thallium flux FluxOr; stronger effect = lower value; activity change, % at 1.84 µM; actives 0.37% (n = 340,000);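 active means maximum activity change below -70%; inconclusive means maximum activity change between -70% and -50%; inactive means maximum activity change above -50%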; further: on the % scale 0 is the no-effect control and ±100 the full control effect
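U2OS cells were transduced with wild-type KCNH2 virus (2.03 x 10^8 / mL) for 4 h at room temperature, then cultured overnight at 37 C. Thallium flux was read with FluxOr dye. Rate constants were normalized to DMSO controls.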
PKM2 activator – qHTS Assay for Activators of Human Muscle isoform 2 Pyruvate Kinase. Pyruvate kinase PKM (Homo sapiens), P14618. purified PKM2, Kinase-Glo ATP luminescence, activation; response scale: 0% is enzyme alone, no compound. Potency, µM (highest dose often 57.5 µM), inactives show at the top dose activation, usual class: activators. actives 0.34% (n = 260,000); further: potency means the concentration at half of the fitted maximal effect; on the % scale 0 is the no-effect control and ±100 the full control effect; nearly all actives have a fitted effect of over 55% in size
Target sequence (P14618 whole entry, looked up, canonical isoform): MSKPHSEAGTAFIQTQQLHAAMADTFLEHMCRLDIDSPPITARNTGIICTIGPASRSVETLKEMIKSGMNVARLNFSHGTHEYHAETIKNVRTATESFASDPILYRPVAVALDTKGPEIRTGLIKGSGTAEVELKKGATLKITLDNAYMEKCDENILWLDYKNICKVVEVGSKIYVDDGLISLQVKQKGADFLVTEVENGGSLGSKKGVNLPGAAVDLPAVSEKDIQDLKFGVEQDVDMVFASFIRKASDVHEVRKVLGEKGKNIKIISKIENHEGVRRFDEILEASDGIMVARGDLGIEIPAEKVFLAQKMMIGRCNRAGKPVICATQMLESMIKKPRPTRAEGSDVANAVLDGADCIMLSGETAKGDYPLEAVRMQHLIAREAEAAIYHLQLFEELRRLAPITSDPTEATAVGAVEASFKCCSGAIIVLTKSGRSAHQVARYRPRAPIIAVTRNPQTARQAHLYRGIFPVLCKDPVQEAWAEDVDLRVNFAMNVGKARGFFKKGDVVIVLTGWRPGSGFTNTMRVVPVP
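Purified hPK-M2 (>95%) run at intermediate activity with 0.1 mM ADP and 0.5 mM PEP in 50 mM imidazole pH 7.2, KCl, MgCl2; 1 h room temperature. ATP formed read by Kinase-Glo luminescence; normalized to uninhibited and no-enzyme controls.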
Giardia kill – Small Molecules that selectively kill Giardia lamblia: qHTS | Giardia lamblia trophozoite viability | activity change, % at 7.66 µM, hits read low | actives 0.15% (n = 340,000) | AID 540267, 2011; in the data active means activity change below about -80%; inconclusive means between about -30% and that limit;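 further: parasites exposed to compound for two days anaerobically before the ATP read; on the % scale 0 is the no-effect control and ±100 the full control effect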
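Luminescence from cellular ATP indicates surviving trophozoites (100 cells/well) following 48 hrs anaerobic compound treatment at 37 deg C; signal develops 15-30 min at room temperature.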
GALK inhibitor – qHTS Assay for Inhibitors of Human Galactokinase (GALK); P51570; Purified GALK, Kinase-Glo residual ATP luminescence; Potency, µM (top dose mostly 57.5 µM), inactives show at the top dose activity change, negative = inhibition, most hits filed as inhibitors; actives 0.007% (n = 270,000); AID 1868, 2009; further: potency means the concentration at half of the fitted maximal effect; on the % scale 0 is the no-effect control and ±100 the full control effect
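The enzyme phosphorylates galactose (100 uM) using ATP (35 uM); inhibition is detected as higher residual ATP, quantified by bioluminescence after 1 h reaction at room temperature, pH 8.0.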
CXXC DNA block – qHTS Fluorescence Polarization Assay for Inhibitors of MLL CXXC domain - DNA interaction; Histone-lysine N-methyltransferase 2A (Homo sapiens), Q03164; MLL-CXXC / FITC-HOXA9 DNA fluorescence polarization; Potency, µM (doses to about 115 µM), for the others: at the top dose activity change, negative = inhibition, actives largely listed as inhibitors; actives 0.037% (n = 290,000); AID 2662, 2010; active means well fitted inhibition curve with a large enough effect in the polarisation, with a control signal flat, not every such curve was filed as active; inconclusive means small, poorly fitted or top-dose-only effect, or effect the other way, or a change in a side signal; inactive means no such curve, though single readings can be large or run the other way; the % refers to the polarisation; further: potency means the concentration at half of the fitted maximal effect
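Fluorescence polarization: 7 uM MLL-CXXC (stock) preincubated 5 min with compounds, then 50 nM fluorescein-HOX-A9 DNA (stock) added; 30 min ambient. Buffer 50 mM Tris-HCl pH 7.5, 50 mM NaCl, 1 mM DTT, 0.05% BSA.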
USP2a block – qHTS Assay for Inhibitors of Ubiquitin-specific Protease USP2a Using CHOP2 as the Reporter. Ubiquitin carboxyl-terminal hydrolase 2 (Homo sapiens), O75604. USP2 core, Ub-CHOP2 coupled fluorogenic reporter, 485/531. actives 0.01% (n = 330,000). Potency, µM (highest dose often 38.3 µM), for the others: top-dose activity change, negative = inhibition, most hits filed as inhibitors;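 further: potency means the concentration at half of the fitted maximal effect; plate controls were DMSO wells for no effect and full inhibition by NEM control for full effect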
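USP2 core (10nM final) preincubated 30min RT with compound in 20mM Tris-HCl pH 8.0, 2mM CaCl2, 2mM beta-mercaptoethanol, 0.05% CHAPS; 25nM Ub-CHOP2 plus 25nM reporter substrate added, fluorescence (Ex485/Em531) read after 60min.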
TRPV1 agonist – HTS Assay for Compounds that Act as Agonists of the Vanilloid Receptor 1; Transient receptor potential cation channel subfamily V member 1 (Homo sapiens), Q8NER1; TRPV1-expressing cells, Fluo-8 calcium influx, agonist mode; activation, % at 8.33 µM; actives 0.19% (n = 320,000); in the data active means activation above about 80%; inconclusive means between about 30% and that limit; further: 0% is about no effect
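TRPV1-expressing cells were cultured overnight at 35.5C and loaded with Fluo-8 calcium dye for 40 to 90 min at room temperature. After a 10 s baseline, compound was added and calcium influx was read kinetically for 3 min (ex 480/em 520 nm).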
Coupling enz – qHTS Assay for Inhibitors of Fructose-1,6-bisphosphate Aldolase from Giardia Lamblia: Coupling assay counterscreen | coupling enzyme system counterscreen, AmpLite Red fluorescence | activity change, negative = inhibition, % at 58.2 µM, hits read low | actives 0.67% (n = 290,000) | AID 2472, 2010; in the data active means activity change below about -30%; further: on the % scale 0 is the no-effect control and ±100 the full control effect
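Counterscreen of the coupled detection system alone, without aldolase: glyceraldehyde-3-phosphate coupling enzymes plus AmpLite Red readout. Compounds at 57.5 uM final, 10 min RT preincubation, 20 min RT reaction, fluorescence 525/598 nm.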
Starred values were filed as active, the others as inactive; ? = inconclusive; nt = not tested or not shown; [ ] = another dose, or the depositor's remark. Unless noted, the call rests on the fitted dose curve; in most records, active means well fitted curve in the direction sought with a large enough effect; inconclusive means small, poorly fitted or top-dose-only effect, or another doubt; inactive means no such curve, though single readings can be large; an effect the other way counts as inactive or inconclusive. The list is partial; count on the stated rates, not on these rows.

| SMILES | KCNH2 3.1 inh | Menin-MLL TR inh | B2AR arrestin | KCNH2 WT inh | PKM2 activator | Giardia kill | GALK inhibitor | CXXC DNA block | USP2a block | TRPV1 agonist | Coupling enz |
| --- | --- | --- | --- | --- | --- | --- | --- | --- | --- | --- | --- |
| Cc1ccc(/C(O)=C2\C(=O)C(=O)N(CC(C)O)C2c2ccccn2)cc1 (stereo not given) | -1 | -28% | 0.1% | 6 | -5% | 2 | 2% | 0% | 0% | -1 | 0 |
| Cn1cc(C(=O)N/N=C/c2cccc([N+](=O)[O-])c2)c2ccccc21 | -14 | nt | -1.2% | -1 | 1% | -13 | -1% | 1% | 3% | ? | -1 |
| COc1cccc(CC(NC(C)=O)C(=O)NC2CCN(C(=O)C3CC3)CC2)c1OC (stereo not given) | -18 | -11% | -0.3% | nt | 0% | -21 | -1% | 2% | 0% | 1 | 1 |
| O=C(COc1ccc(Cl)cc1)Nc1cccc(S(=O)(=O)NCc2ccco2)c1 | -10 | nt | 0.2% | 24 | nt | -16 | nt | nt | -2% | 0 | nt |
| COc1ccc(Cl)cc1S(=O)(=O)N1CCC(C(=O)NC2CC2)CC1 | nt | nt | 0.0% | -12 | 0% | 16 | 0% | -3% | 1% | 0 | nt |
| O=C(Sc1ccccc1)c1cccc(Cn2cc(C(F)(F)F)ccc2=O)c1 | 4 | nt | -0.5% | -7 | 6% | -1 | -4% | -3% | 0% | 6 | -2 |
| O=C(COc1cc(F)ccc1[N+](=O)[O-])NCC1CCCO1 (stereo not given) | 2 | nt | 6.0% | -1 | nt | -16 | nt | nt | -6% | nt | nt |
| NC(=O)Cc1ccc2sc(-c3ccccc3)nc2c1 | 3 | -17% | -1.0% | -2 | -10% | -14 | -1% | 4% | 0% | 16 | 4 |
| O=C(Nc1ccccc1)c1nc2ccccc2s1 | nt | -5% | -3.3% | -9 | -36% | -16 | 0% | 10% | -2% | ? | -7 |
| COc1cc(/C=C/C(=O)NCCn2c(C)cc3ccccc32)cc(OC)c1OC | -9 | 1% | -0.2% | 0 | 20% | -4 | nt | 11% | 4% | 1 | 4 |
| COc1ccc(-c2nnc(SCc3ccccn3)n2C)cc1 | 5 | -2% | 2.9% | -6 | -2% | -16 | 2% | 12% | 1% | 0 | 3 |
| CC1(C)C2CCC1(C)C(OC(=O)C[n+]1ccccc1N)C2 (stereo not given) | -32 | nt | -0.2% | 30 | -3% | 20 | -2% | -5% | 4% | -1 | 2 |
| Cc1ccc(-c2nn(CC(=O)NCc3ccco3)c(=O)c3ccccc23)cc1 | 2 | 11% | -0.4% | -1 | -19% | -6 | 0% | 26% | -2% | 28 | -4 |
| COc1cc(OC)cc(C2=NCCN2)c1 | -8 | -15% | -0.3% | 21 | 3% | 12 | 1% | 14% | 13% | -2 | 2 |
| COc1ccc(NS(=O)(=O)c2ccc(N3CCOCC3)c(NC(=O)c3ccccc3Br)c2)cc1 | 2 | nt | 0.1% | 9 | -5% | 6 | 5% | -8% | -4% | 0 | -2 |
| NC(=O)c1ccc[n+](CC(=O)NCc2ccc(Cl)cc2)c1 | 3 | 9% | 0.3% | 1 | nt | -4 | -2% | 13% | -2% | -1 | 0 |
| CCc1nnc(NC(=O)Cc2sc(C)nc2-c2ccc(C)cc2)s1 | -8 | 5% | -0.4% | -10 | 1% | 6 | -1% | 2% | 4% | 0 | 3 |
| O=C(Nc1cc(Cl)ccc1-n1cncn1)c1cc(S(=O)(=O)N2CCOCC2)ccc1F | -5 | nt | -0.1% | -3 | 4% | 9 | -5% | 18% | 2% | -1 | nt |
| CCCOc1ccc(/C(O)=C2/C(=O)C(=O)N(CCCn3ccnc3)C2c2ccc(C)o2)cc1 (stereo not given) | -2 | nt | -1.2% | -4 | -1% | -20 | -2% | 3% | 3% | -3 | 2 |
| COc1cnc(-c2ccccn2)nc1Oc1ccccc1 | -5 | -8% | ? | 5 | -4% | 2 | -3% | 0% | 2% | -3 | -2 |
| Clc1ccc(C2NCCc3sccc32)cc1 (stereo not given) | -10 | -22% | 0.0% | -7 | 4% | 17 | 0% | 4% | 0% | 4 | 0 |
| COc1ccc(NC(=O)C#Cc2ccccc2)cc1OC | -3 | -1% | -0.3% | 13 | 1%[11.5 µM] | 0 | 5% | -16% | 1% | 10 | -1 |
| COc1ccc(S(=O)(=O)N2CCN(C(=O)CCCN3C(=O)NC4(CCCC4)C3=O)CC2)cc1 | 12 | nt | -0.2% | -3 | nt | 19 | nt | nt | 1% | -3 | nt |
| CCN(CC)S(=O)(=O)c1ccc(OC)c(NC(=O)COc2ccc3c(C)cc(=O)oc3c2)c1 | 0 | 2% | -0.8% | 0 | 2% | 49[activator] | 0% | 7% | 8% | -2 | 1 |

The final four entries of the part above come first, to join the parts.
| SMILES | KCNH2 3.1 inh | Menin-MLL TR inh | B2AR arrestin | KCNH2 WT inh | PKM2 activator | Giardia kill | GALK inhibitor | CXXC DNA block | USP2a block | TRPV1 agonist | Coupling enz |
| --- | --- | --- | --- | --- | --- | --- | --- | --- | --- | --- | --- |
| Clc1ccc(C2NCCc3sccc32)cc1 (stereo not given) | -10 | -22% | 0.0% | -7 | 4% | 17 | 0% | 4% | 0% | 4 | 0 |
| COc1ccc(NC(=O)C#Cc2ccccc2)cc1OC | -3 | -1% | -0.3% | 13 | 1%[11.5 µM] | 0 | 5% | -16% | 1% | 10 | -1 |
| COc1ccc(S(=O)(=O)N2CCN(C(=O)CCCN3C(=O)NC4(CCCC4)C3=O)CC2)cc1 | 12 | nt | -0.2% | -3 | nt | 19 | nt | nt | 1% | -3 | nt |
| CCN(CC)S(=O)(=O)c1ccc(OC)c(NC(=O)COc2ccc3c(C)cc(=O)oc3c2)c1 | 0 | 2% | -0.8% | 0 | 2% | 49[activator] | 0% | 7% | 8% | -2 | 1 |
| CC(NC(=O)CCc1nnc(-c2ccc(-c3ccccc3)cc2)o1)c1nccs1 (stereo not given) | -1 | 6% | 0.1% | 16 | -5% | -14 | 4% | 1% | -2% | 0 | 1 |
| CCOc1ccccc1C(=O)NCC(=O)NCCc1ccc(S(N)(=O)=O)cc1 | -2 | -2% | 0.2% | -12 | -3% | -10 | -1% | 31%[activator] | 6% | -4 | 2 |
| CN1CCN(C2=NCCO2)CC1 | 1 | 9% | 1.9% | -4 | 3% | -10 | 0% | 25% | 4% | 0 | 1 |
| Cc1cccc(OCC(=O)Nc2ccc3c(c2)nc(CN2CCCCC2)n3C)c1 | -15 | nt | -1.0% | 15 | -2% | 23 | -1% | 2% | 4% | 0 | -2 |
| CCN(CC)CCNC(=S)Nc1ccc2nc(N3CCOCC3)cc(C)c2c1 | -23 | -14% | 0.3% | -18 | nt | 10 | -3% | -1% | 5% | -2 | 0 |
| Cc1cc2cc(CN3C(=O)c4ccccc4C3=O)ccc2[nH]1 | 16 | -5% | 0.3% | 18 | 0% | 1 | nt | 0% | -5% | 25 | 0 |
| O=C(Nc1ccccc1Cl)C1CCCN(S(=O)(=O)c2ccc(F)cc2)C1 (stereo not given) | 9 | nt | 0.5% | 13 | 7% | -9 | 1% | -1% | 0% | 7 | 0 |
| CCOC(=O)C1=C(CS(=O)(=O)c2ccc(C)cc2)NC(=O)NC1c1ccc(O)c(OC)c1 (stereo not given) | -13 | nt | 0.2% | -6 | 4% | 14 | 1% | -10% | 12% | 2 | 1 |
| O=S(=O)(c1ccc(Br)s1)N1CCC2(CC1)OCCO2 | -5 | nt | -0.6% | 6 | -2% | 10 | -3% | 2% | 1% | 25 | nt |
| O=C(Nc1nc2ccccc2s1)c1ccc([N+](=O)[O-])o1 | -6 | 9% | -0.4% | 1 | nt | -100* | -1% | 10% | 1% | ? | -1 |

Source: PubChem (National Center for Advancing Translational Sciences (NCATS))
